Screening data deposited in PubChem BioAssay by several laboratories.
NOD2-RIPK2 inh: NOD2-RIPK2 protein interaction inhibition | O43353 | CHO BLA complementation NOD2-RIPK2, CCF4 ratio | inhibition, % at 4.98 µM | 360,000 compounds, 0.38% hits | AID 624267; in the data active = inhibition above about 21%;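 note: 0% = vehicle only and 100% = reference blocker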
NCOA1 inh: inhibits human SRC1 coactivator; Q15788; HEK293 GAL4-SRC1 luciferase reporter, luminescence; inhibition, % at 3.6 µM; 360,000 compounds, 0.12% hits; AID 588354;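 active = inhibition above the campaign mean plus 3 SD, with each screening campaign given its own cutoff, cut at about 60% in these data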;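 note: 0% = DMSO treated cells and 100% = gossypol at 36 µM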
MC4R ag barr: activates human MC4R beta-arrestin recruitment. P32245. U2OS MC4R beta-arrestin complementation, luminescence; percent of melanotan II response, DMSO zero. activation, % at 8.9 µM. 360,000 compounds, 0.98% hits. AID 540308;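 active = activation above a per-plate cutoff, the mean activation of sample wells on that plate plus 3 SD, cut at about 8% in these data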
SRC3 inh: inhibits human SRC3 coactivator | Q9Y6Q9 | HEK293 GAL4-SRC3 luciferase reporter, luminescence | inhibition, % at 3.6 µM | 360,000 compounds, 0.17% hits | AID 588352;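 active = inhibition above a per-campaign cutoff, the mean of all compounds plus 3 SD, cut at about 60% in these data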;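 note: 0% = DMSO-treated cells and 100% = gossypol-treated cells at 36 µM; higher means less SRC3-driven luciferase light from the GAL4 reporter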
MC4R antag cAMP: antagonists of human melanocortin 4 receptor (MC4R); P32245; MC4R-expressing cells, MTII-stimulated cAMP, LANCE TR-FRET; inhibition, % at 6.5 µM; 360,000 compounds, 0.48% hits;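 active = inhibition above its plate's cutoff, the mean of tested wells on that plate plus 3 SD, cut at about 29% in these data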;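 note: 0% = Melanotan II alone and 100% = Melanotan II plus saturating MCL0020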
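system = U2OS cells with stable human MC4R expression | also added = Melanotan II challenge after compound preincubation | dosing = one concentration, 6.5 µM nominal | incubation = compound 30 min, challenge 1 h, detection 1 h | measured by = TR-FRET with Eu-cAMP and labeled anti-cAMP, 671 nm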
ABHD5 PLIN5 PPI: blocks binding of human ABHD5 to perilipin-5 | 360,000 compounds, 0.78% hits | Q00G26+Q8WTS1 | inhibition, % at 4 µM | Split G. princeps luciferase complementation, luminescence, 4 h;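 active = inhibition above the mean inhibition across every tested compound plus 3 SD, cut at about 22% in these data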;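 note: 0% = DMSO only wells and the 100% control is not disclosed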
Target sequence (Q00G26 whole entry, looked up): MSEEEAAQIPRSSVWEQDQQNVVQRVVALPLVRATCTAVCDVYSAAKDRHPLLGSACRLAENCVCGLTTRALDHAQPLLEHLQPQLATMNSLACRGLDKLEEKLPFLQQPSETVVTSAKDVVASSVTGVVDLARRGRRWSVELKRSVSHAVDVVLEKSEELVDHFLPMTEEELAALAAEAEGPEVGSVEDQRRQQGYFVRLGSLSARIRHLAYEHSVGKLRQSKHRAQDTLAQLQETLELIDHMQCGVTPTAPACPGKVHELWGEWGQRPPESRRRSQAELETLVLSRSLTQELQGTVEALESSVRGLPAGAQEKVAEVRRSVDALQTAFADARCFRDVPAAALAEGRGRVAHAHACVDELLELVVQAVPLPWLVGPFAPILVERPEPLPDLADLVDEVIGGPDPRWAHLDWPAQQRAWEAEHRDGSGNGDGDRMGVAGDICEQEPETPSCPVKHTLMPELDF
Target sequence (Q8WTS1 whole entry, looked up): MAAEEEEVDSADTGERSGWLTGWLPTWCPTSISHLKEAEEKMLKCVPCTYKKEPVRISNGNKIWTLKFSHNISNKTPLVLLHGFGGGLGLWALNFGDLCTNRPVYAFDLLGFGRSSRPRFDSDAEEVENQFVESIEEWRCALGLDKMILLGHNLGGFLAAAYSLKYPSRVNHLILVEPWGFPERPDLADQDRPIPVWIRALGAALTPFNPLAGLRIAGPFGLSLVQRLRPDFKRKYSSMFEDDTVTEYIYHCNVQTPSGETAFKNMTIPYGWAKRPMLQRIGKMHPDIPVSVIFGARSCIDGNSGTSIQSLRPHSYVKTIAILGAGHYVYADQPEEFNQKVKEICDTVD
EBV LMP1 NFkB: Epstein-Barr LMP1 NF-kappaB reporter inhibition. 350,000 compounds, 0.69% hits. LMP1-induced NF-kappaB luciferase reporter cells, luminescence. inhibition, % at 12.5 µM; in the data active = inhibition above about 41%;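 note: 0% = neutral control wells and 100% = reference inhibitor control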
COUP-TFII inh: inhibitors of human COUP-TFII (NR2F2); P24468; HEK293T NGFI-A luciferase reporter, luminescence; inhibition, % at 8.6 µM; 370,000 compounds, 0.7% hits; AID 686940;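 active = inhibition above a per-plate cutoff, mean inhibition of test wells between control levels plus 3 SD, cut at about 38% in these data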;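 note: cells cotransfected with COUP-TFII expression vector driving the NGFI-A reporter; 0% = median of COUP-TF2 test wells and 100% = reporter-only cells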
NR5A2 inv ag: NR5A2 inverse agonism in reporter assay. O00482. HEK293T StAR-luciferase reporter, LRH-1 transfected, 24 h. inhibition, % at 3.6 µM. 360,000 compounds, 0.13% hits. AID 602396;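 active = inhibition above the mean inhibition of all tested compounds plus 3 SD, cut at about 73% in these data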;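 note: 0% = DMSO wells and 100% = reporter-only cells lacking LRH-1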
TLR9-MyD88 inh: blocks human TLR9 binding to MyD88; Q9NR96+Q99836; CHO BLA complementation TLR9-MyD88, CCF4 FRET ratio; inhibition, % at 4.98 µM; 340,000 compounds, 0.21% hits;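 active = inhibition above the mean over all tested compounds plus 3 SD, cut at about 21% in these data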;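 note: 0% = DMSO only wells and 100% = clavulanate BLA inhibitor control wells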
NCOA2 inhibitor: human SRC2 (NCOA2) inhibition. 370,000 compounds, 0.17% hits. inhibition, % at 9 µM. AID 651957. HEK293 GAL4-SRC2 luciferase reporter, luminescence;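 active = inhibition above the mean inhibition of all tested compounds plus 3 SD, set per campaign, cut at about 52% in these data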;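 note: 0% = DMSO treated cells and 100% = cells given Gossypol at 36 µM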
Starred values were filed as active, the others as inactive; · = no result given. Some of the compounds tested (hit frequency here may not be typical).

SMILES | NOD2-RIPK2 inh | NCOA1 inh | MC4R ag barr | SRC3 inh | MC4R antag cAMP | ABHD5 PLIN5 PPI | EBV LMP1 NFkB | COUP-TFII inh | NR5A2 inv ag | TLR9-MyD88 inh | NCOA2 inhibitor
COCCCn1c(N)c(C(=O)Nc2sc3c(c2C(=O)OC)CCCC3)c2nc3ccccc3nc21 | 4 | -3 | -0.4 | 3 | 6 | -11 | -19 | 1 | -1 | -3 | 13
COCCOC(=O)C1=C(C)OC(N)=C(C(=O)OC)C12C(=O)Nc1ccccc12 (stereo not given) | -9 | -13 | -2.1 | 0 | 0 | -8 | -1 | 14 | 10 | 2 | 7
CN=C1CN(O)C(c2ccccc2)=c2cc(Cl)ccc2=N1 | 0 | 6 | -0.4 | 14 | 1 | 9 | -19 | 6 | -7 | 6 | -22
Cc1c(NC(=O)C(C)OC(=O)Cc2ccccc2)c(=O)n(-c2ccccc2)n1C (stereo not given) | -16 | -74 | -2.7 | -1 | -3 | 1 | -6 | -1 | 13 | -3 | 3
O=[N+]([O-])c1ccc(Cl)cc1 | -1 | 8 | -1.3 | 23 | 9 | 0 | 3 | -9 | 0 | 1 | -4
CCOC(=O)C1(c2ccccc2)CCN(CC(=O)c2ccc(NC(C)=O)cc2)CC1 | 3 | 2 | -1.7 | -5 | 9 | 4 | 0 | -1 | -24 | -5 | 0
Cc1sc2ncn(CC(=O)NCCCC(=O)N3CCC4(CC3)OCCO4)c(=O)c2c1C | 2 | 5 | 0.7 | -5 | 9 | 4 | 4 | 0 | 9 | -6 | 7
CCOC(=O)c1cccc(NC(=O)c2c(O)[nH]c(=O)[nH]c2=O)c1 | 1 | 2 | -1.9 | -15 | -4 | -1 | 11 | 7 | -11 | -7 | -13
COC(=O)C1=C(c2ccc(F)cc2OCc2ccccc2)C[C@@H]2CC[C@H]1N2C(=O)NCc1ccc2c(c1)OCO2 | -10 | -1 | -0.4 | -2 | 16 | 2 | -36 | -8 | 7 | -5 | -15
Cc1cc(OC(=O)CCNC(=O)OC(C)(C)C)c2c3c(c(=O)oc2c1)CCC3 | 5 | -3 | 2.1 | 8 | 7 | 0 | 4 | -3 | 19 | -4 | 15
O=S(=O)(c1ccc(F)cc1)N1CCCC1c1cccnc1 (stereo not given) | -1 | 8 | -1.7 | 13 | 2 | 0 | 0 | 7 | 12 | 3 | -12
Cc1c(C(=O)Nc2ccccc2)cc(-c2ccccc2)n1CCCN1CCOCC1 | -13 | -2 | -1.5 | 2 | 4 | -1 | · | 23 | 3 | · | -27

The last 2 records of the part before lead into the next.
SMILES | NOD2-RIPK2 inh | NCOA1 inh | MC4R ag barr | SRC3 inh | MC4R antag cAMP | ABHD5 PLIN5 PPI | EBV LMP1 NFkB | COUP-TFII inh | NR5A2 inv ag | TLR9-MyD88 inh | NCOA2 inhibitor
O=S(=O)(c1ccc(F)cc1)N1CCCC1c1cccnc1 (stereo not given) | -1 | 8 | -1.7 | 13 | 2 | 0 | 0 | 7 | 12 | 3 | -12
Cc1c(C(=O)Nc2ccccc2)cc(-c2ccccc2)n1CCCN1CCOCC1 | -13 | -2 | -1.5 | 2 | 4 | -1 | · | 23 | 3 | · | -27
CN(C)c1ccc(C=C2C(=O)NC(=O)NC2=O)cc1 | 9 | -36 | -1.1 | -19 | 8 | -31 | -2 | -20 | -2 | -10 | -2
CC(=O)O[C@H]1C[C@@H]2CC[C@@H]3[C@H](CC[C@]4(C)C(=O)CC[C@@H]34)[C@@]2(C)C[C@@H]1OC(C)=O | 1 | 0 | 0.7 | 11 | 18 | -2 | 3 | · | 0 | -15 | ·
COc1ccc(C(CNC(=O)Cc2ccc(Cl)c(Cl)c2)N(C)C)cc1 (stereo not given) | -2 | -30 | 0.2 | 10 | 16 | 5 | -12 | -14 | -11 | -1 | -8
O=Cc1cn(Cc2ccc(F)cc2)c2ccccc12 | -10 | 10 | -3.1 | -7 | -9 | 0 | 10 | 17 | 40 | 10 | 30
CN(C)CC1CSCCC1(O)c1cccc(Cl)c1 (stereo not given) | -4 | -5 | -1.6 | 3 | 2 | -1 | 1 | -10 | 16 | -6 | 15
CCOC(=O)c1ccc(N2C(=O)CC(N3CC=C(c4ccc(F)cc4)CC3)C2=O)cc1 (stereo not given) | -5 | -7 | -0.8 | -3 | 3 | 4 | 0 | 9 | -8 | -2 | -8
N/C(=N\N=C/c1ccc(-c2ccc(O)c(C(=O)O)c2)o1)N[N+](=O)[O-] | -2 | 13 | 0.5 | -53 | -6 | -9 | 5 | 3 | -3 | 1 | -2
CCC(N)Cc1c[nH]c2ccccc12 (stereo not given) | -1 | -9 | -1.0 | 11 | -1 | 2 | 9 | 16 | -9 | 5 | -6
COc1nc2ccccc2c(=O)n1-c1ccc(Cl)cc1 | 2 | 2 | 0.7 | 8 | 8 | -3 | -2 | 14 | 14 | -6 | 2
CCn1ccnc1CN1CCCC(C(=O)c2cc(Cl)ccc2OC)C1 (stereo not given) | -8 | 10 | 1.5 | 17 | 0 | -1 | 10 | 15 | -1 | -13 | 3
CN(C)C(=O)Oc1ccc(OC(=O)c2ccccc2)cc1 | -1 | -6 | 0.0 | 0 | 2 | -3 | -15 | 2 | 15 | 15 | 4
O=C(NN=Cc1ccc(N(CCCl)CCCl)cc1)c1cccc([N+](=O)[O-])c1 | -2 | -34 | 0.6 | -35 | -4 | -2 | 27 | 5 | 0 | -9 | 4
O=C(COc1ccc(Cl)cc1)NC1CN2CCC1CC2 (stereo not given) | -7 | 9 | 0.7 | 11 | 8 | 1 | -1 | -14 | 8 | -2 | 13
O=c1cccc2n1CC1CC2CN(S(=O)(=O)c2ccc(F)cc2)C1 (stereo not given) | -4 | -29 | -0.9 | 12 | 2 | 3 | -7 | -7 | 9 | 8 | -1
CNC(C)Cc1ccccc1 (stereo not given) | -13 | 8 | -0.7 | 12 | 10 | 6 | 1 | 3 | 9 | -4 | -10
Cc1ccc(S(=O)(=O)N(C)N=O)cc1 | -19 | 4 | 0.4 | -14 | 8 | -1 | 1 | 23 | -7 | -4 | -3
COC(=O)c1cn(C(=O)c2cccc3ccccc23)c2ccccc12 | 7 | -3 | 0.2 | -9 | -22 | -6 | 6 | 16 | 6 | 9 | -10
O=C1NC(=O)C(=Cc2ccc(-c3ccc(Cl)cc3)o2)C(=O)N1 | -5 | -15 | 0.8 | -5 | 44* | 13 | 1 | · | -4 | 3 | ·
COc1ccc(C(=O)C(C)(C)NO)cc1 | -2 | 1 | -0.1 | 8 | 0 | 0 | -16 | 2 | 6 | 1 | -5
CC(C)C(=O)Nc1nnc(CCN(CCc2nnc(NC(=O)C(C)C)s2)[N+](=O)[O-])s1 | -2 | 6 | -0.7 | 14 | -2 | 4 | -8 | 3 | -19 | -1 | -3
CN1CCN(c2ccc([N+](=O)[O-])c(N)c2)CC1 | -9 | -18 | -1.4 | 10 | 8 | 5 | 4 | 11 | 3 | 3 | -12
CC(=O)Nc1ccc(CC(=O)N2CCN(Cc3ccccc3)CC2)cc1 | 5 | 8 | -0.2 | 2 | 12 | -1 | 1 | 12 | -3 | -12 | -16
CN1C(=O)C(C2c3ccccc3C(=O)N2Cc2ccc([N+](=O)[O-])cc2)C(=O)N(C)C1=O (stereo not given) | 2 | 10 | 1.1 | 10 | 0 | 4 | 9 | -25 | -1 | -3 | -21
O=C(c1cccc2ccccc12)C1CCCN(Cc2ccon2)C1 (stereo not given) | -12 | 3 | -2.0 | 12 | 15 | 4 | -7 | 4 | 8 | 0 | 6
CCOP(=S)(OCC)Oc1cc(C)nc(C(C)C)n1 | -8 | -18 | 0.0 | -19 | 15 | 0 | 2 | 2 | -2 | 2 | -7
CCc1nnc(NC(=O)CCc2nc(C3=CCN(C)CC3)no2)s1 | -2 | 5 | -1.9 | 8 | 6 | -2 | -6 | -1 | 5 | -4 | -22
CN(C)C(=O)Oc1ccc(Br)cc1C(=O)Nc1ccc(F)c(Cl)c1 | -9 | -54 | 0.8 | 2 | 3 | 7 | 4 | -5 | -12 | -15 | -46
O=c1[nH]c(=O)n(Cc2ccc(F)cc2)c(O)c1/C=N/Nc1ccccc1 | -11 | -2 | 2.6 | 22 | 9 | 19 | -33 | 26 | -13 | -9 | -5
Cc1ccc2c(c1)C1CN(C)CCC1N2C(=S)Nc1cccnc1 (stereo not given) | 3 | 5 | -2.8 | -7 | -6 | -4 | 8 | 5 | 12 | 7 | -12
Cc1ccc(N=C(N(C)C)P(=O)(N(C)C)N(C)C)cc1 | -1 | -2 | -1.2 | 0 | -1 | 1 | -9 | -3 | -3 | -4 | 11
O=C1NCN(c2ccccc2)C12CCN(C(c1ccccc1OC(F)(F)F)c1nnnn1-c1ccc3c(c1)OCCO3)CC2 (stereo not given) | -5 | 16 | · | -20 | · | 4 | · | -6 | -2 | · | -32
COC(=O)C1=C(c2cccc(OCc3ccccc3)c2)C[C@@H]2CC[C@H]1N2C(=O)NCc1cc(C)oc1C(F)(F)F | -10 | 4 | -1.3 | -8 | 24 | 3 | -2 | 9 | 2 | -2 | -7
O=C(/C=C/c1ccc(Br)cc1)NC(=S)N1C[C@H]2C[C@H](C1)c1cccc(=O)n1C2 | -15 | -11 | 0.7 | 12 | -3 | 0 | 0 | 17 | 4 | 10 | 20

Compound profiles (already shown). Values in the order: NOD2-RIPK2 inh	NCOA1 inh	MC4R ag barr	SRC3 inh	MC4R antag cAMP	ABHD5 PLIN5 PPI	EBV LMP1 NFkB	COUP-TFII inh	NR5A2 inv ag	TLR9-MyD88 inh	NCOA2 inhibitor
`COC(=O)C1=C(c2cccc(OCc3ccccc3)c2)C[C@@H]2CC[C@H]1N2C(=O)NCc1cc(C)oc1C(F)(F)F` is listed with -10	4	-1.3	-8	24	3	-2	9	2	-2	-7
`Cc1ccc(N=C(N(C)C)P(=O)(N(C)C)N(C)C)cc1` is listed with -1	-2	-1.2	0	-1	1	-9	-3	-3	-4	11
`CCOP(=S)(OCC)Oc1cc(C)nc(C(C)C)n1` is listed with -8	-18	0.0	-19	15	0	2	2	-2	2	-7
`O=C1NCN(c2ccccc2)C12CCN(C(c1ccccc1OC(F)(F)F)c1nnnn1-c1ccc3c(c1)OCCO3)CC2` (stereo not given) is listed with -5	16	·	-20	·	4	·	-6	-2	·	-32
`CN(C)C(=O)Oc1ccc(Br)cc1C(=O)Nc1ccc(F)c(Cl)c1` is listed with -9	-54	0.8	2	3	7	4	-5	-12	-15	-46
